KDM5B inh: inhibitors of human KDM5B histone demethylase. AID 1347165. actives 2.6% (n = 220,000). Q9UGL1. Potency, µM (titrated, usually from 57.7 µM), for the others: top-dose activity change, negative = inhibition, actives largely listed as inhibitors. KDM5B demethylase, FDH-coupled NADH fluorescence (FDH is formaldehyde dehydrogenase); active means well fitted inhibition curve with a large enough effect; inconclusive means small, poorly fitted or top-dose-only effect; inactive means no such curve, though single readings can be large or run the other way; further: 0% is about no effect; nearly all actives have a fitted effect of over 70% in size
Target sequence (Q9UGL1 whole entry, looked up): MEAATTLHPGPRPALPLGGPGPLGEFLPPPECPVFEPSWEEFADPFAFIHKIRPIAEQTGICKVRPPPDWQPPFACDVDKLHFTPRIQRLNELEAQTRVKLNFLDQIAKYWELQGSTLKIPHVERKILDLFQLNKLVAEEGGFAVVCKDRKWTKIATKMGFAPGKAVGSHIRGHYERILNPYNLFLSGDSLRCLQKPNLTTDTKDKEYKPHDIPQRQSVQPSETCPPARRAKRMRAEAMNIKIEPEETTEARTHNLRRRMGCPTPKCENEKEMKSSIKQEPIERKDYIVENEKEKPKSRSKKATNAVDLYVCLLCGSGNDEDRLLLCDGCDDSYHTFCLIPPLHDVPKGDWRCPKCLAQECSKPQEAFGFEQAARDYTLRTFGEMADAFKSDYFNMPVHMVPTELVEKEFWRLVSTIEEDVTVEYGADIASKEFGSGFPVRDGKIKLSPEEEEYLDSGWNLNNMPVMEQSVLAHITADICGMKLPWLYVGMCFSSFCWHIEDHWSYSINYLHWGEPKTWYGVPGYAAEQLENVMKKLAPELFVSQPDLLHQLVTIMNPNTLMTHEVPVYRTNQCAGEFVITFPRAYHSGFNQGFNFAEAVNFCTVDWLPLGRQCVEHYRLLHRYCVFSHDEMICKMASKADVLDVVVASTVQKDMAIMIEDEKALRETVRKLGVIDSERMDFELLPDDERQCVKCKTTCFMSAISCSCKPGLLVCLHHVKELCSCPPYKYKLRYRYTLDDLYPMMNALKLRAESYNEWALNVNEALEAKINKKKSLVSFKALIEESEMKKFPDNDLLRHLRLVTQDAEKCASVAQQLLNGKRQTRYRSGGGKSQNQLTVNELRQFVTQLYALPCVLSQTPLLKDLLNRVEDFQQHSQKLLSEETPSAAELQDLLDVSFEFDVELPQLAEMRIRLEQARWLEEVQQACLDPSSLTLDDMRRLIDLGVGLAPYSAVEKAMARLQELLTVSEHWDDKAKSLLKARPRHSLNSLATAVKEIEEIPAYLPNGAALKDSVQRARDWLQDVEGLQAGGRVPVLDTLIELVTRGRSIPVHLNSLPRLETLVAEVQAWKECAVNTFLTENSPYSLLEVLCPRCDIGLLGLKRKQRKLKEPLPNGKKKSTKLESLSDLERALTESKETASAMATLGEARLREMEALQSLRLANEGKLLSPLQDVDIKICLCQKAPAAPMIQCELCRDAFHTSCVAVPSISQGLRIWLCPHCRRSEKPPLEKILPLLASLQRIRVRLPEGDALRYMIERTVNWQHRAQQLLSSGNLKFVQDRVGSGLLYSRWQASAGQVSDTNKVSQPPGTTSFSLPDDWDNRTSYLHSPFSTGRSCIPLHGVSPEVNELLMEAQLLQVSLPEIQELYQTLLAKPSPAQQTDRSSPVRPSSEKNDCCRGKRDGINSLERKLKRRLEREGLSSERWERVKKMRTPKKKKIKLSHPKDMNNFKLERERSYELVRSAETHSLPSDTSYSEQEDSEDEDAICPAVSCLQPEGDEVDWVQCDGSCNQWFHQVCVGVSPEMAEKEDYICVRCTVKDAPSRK
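Coupled FDH/NAD⁺ fluorescence readout. KDM5BΔAP 200 nM final; compound titration, 10 min RT preincubation; substrate mix 12.5 µM H3K4me3, 25 µM 2-OG, 50 µM Fe(II), 100 µM ascorbate, 0.25 mM NAD⁺, 0.25 U/mL FDH; ΔRFU over 30 min.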
Active calls of the source: *; i = inactive; ? = inconclusive; & = joins results of further samples; [ ] = another dose, or the depositor's remark. Potency means the concentration at half of the fitted maximal effect.

SMILES	KDM5B inh
CN(CC(=O)Nc1ccccc1Cl)C(=O)c1cccc(S(=O)(=O)N2CCN(c3ccc(F)cc3)CC2)c1	-11.0%
CCOc1ccc(NS(=O)(=O)c2csc(C(N)=O)c2)cc1	46.8%
CCc1cccc(OCC(=O)c2ccc3c(c2)N(CC(=O)NCCCOC)C(=O)CO3)c1	?
CSc1ccc(-c2ccc3c(c2)C(=O)N2CC[C@H](NC(=O)C4CCNCC4)C[C@H]2C(=O)N3)cc1	?
CNC(=O)c1ccc(-c2nc(CN3CCN(C(=O)Nc4ccc(C)c(C)c4)CC3)c(C)o2)cc1	-27.4%
NCCCC(=O)N1CCCC(N2CCN(c3cccc(C(F)(F)F)c3)CC2)C1 (centres undefined)	11.3%
COc1cc(NC(=O)CCn2ccn3nc4c(c3c2=O)CCCC4)cc(OC)c1	-2.6%
O=C1CC(c2ccccc2)N(C(=O)CNC(=O)Nc2ccccc2)CCCCCN1 (centres undefined)	20.0%
O[C@@H]1C[C@@H](c2nc(-c3ccc4c(c3)OCO4)no2)N(Cc2ccccc2)C1	-12.0%[86.2 µM]
O=C(Oc1ccc(/C=N/NC(=O)c2ccccn2)cc1)c1cccc(Br)c1	?

An excerpt of these results, field by field:
> CNC(=O)c1ccc(-c2nc(CN3CCN(C(=O)Nc4ccc(C)c(C)c4)CC3)c(C)o2)cc1
  KDM5B inh: -27.4%
> CCc1cccc(OCC(=O)c2ccc3c(c2)N(CC(=O)NCCCOC)C(=O)CO3)c1
  KDM5B inh: ?
> COc1cc(NC(=O)CCn2ccn3nc4c(c3c2=O)CCCC4)cc(OC)c1
  KDM5B inh: -2.6%
> O[C@@H]1C[C@@H](c2nc(-c3ccc4c(c3)OCO4)no2)N(Cc2ccccc2)C1
  KDM5B inh: -12.0%[86.2 µM]

The listing picks up, repeating the 6 entries before the break.
SMILES	KDM5B inh
CNC(=O)c1ccc(-c2nc(CN3CCN(C(=O)Nc4ccc(C)c(C)c4)CC3)c(C)o2)cc1	-27.4%
NCCCC(=O)N1CCCC(N2CCN(c3cccc(C(F)(F)F)c3)CC2)C1 (centres undefined)	11.3%
COc1cc(NC(=O)CCn2ccn3nc4c(c3c2=O)CCCC4)cc(OC)c1	-2.6%
O=C1CC(c2ccccc2)N(C(=O)CNC(=O)Nc2ccccc2)CCCCCN1 (centres undefined)	20.0%
O[C@@H]1C[C@@H](c2nc(-c3ccc4c(c3)OCO4)no2)N(Cc2ccccc2)C1	-12.0%[86.2 µM]
O=C(Oc1ccc(/C=N/NC(=O)c2ccccn2)cc1)c1cccc(Br)c1	?
Cc1cccc(N2CCN(C(=O)c3noc4c3CCCCC4)CC2)c1C	-2.5%
O=S(=O)(c1ccccc1)n1nc(NCc2ccccc2)nc1NCc1ccccc1	?
CC(C(=O)N(C)c1ccccc1)S(=O)(=O)Cc1ccccc1F (centres undefined)	10.0%
O=C(CC1=CCCCC1)N[C@@H]1CN(c2ncccn2)C[C@H]1CO	?
O=C(/C=C/c1cc(Cl)cc(Cl)c1O)c1ccccc1	-40.5%
O=C(NCc1noc(Cc2cccs2)n1)[C@H]1CCC[C@@H](O)C1	10.5%
Cc1ccc2c(COC(=O)c3cc(S(=O)(=O)N(C)C)ccc3NCCO)cc(=O)oc2c1	?
COc1cc(OC)c(OC)cc1/C=C(/C#N)C(=O)c1c(Cl)cccc1Cl	21.1%
CC(=O)c1ccc(S(=O)(=O)N2CCN(CC#N)CC2)cc1	10.9%
Cc1cc(N2CCOCC2)nc2ccc(NC(=O)CCC(=O)N3CCN(c4ccccc4)CC3)cc12	?
COc1ccc(C2(C(=O)N3CCCCCCNC(=O)CC3)CC2)cc1	-16.1%
Cc1[nH]c2ccccc2c1C1(O)C(=O)N(Cc2ccccc2)c2ccc(Br)cc21 (centres undefined)	-27.5%
CC1(C)CC(NC(=S)Nc2ccc(F)cc2)CC(C)(C)N1	-2.9%
Cc1cccc(C(=O)N2CCc3cc(CNC(=O)c4ccc(Br)o4)ccc32)c1	?
Cc1cccc2c(=O)c(-c3ccc4c(c3)OCO4)c(NC(=O)C(C)C)oc12	7.3%
COc1ccc(-c2cc(C[C@H]3CNCC[C@H]3CC(=O)O)no2)cc1	16.3%[86.2 µM]
CS/C(=C(/C#N)S(=O)(=O)c1ccc(Cl)cc1)N1CCOCC1	27.0%
CC(=O)N1CCCc2cc(S(=O)(=O)N(Cc3ccccc3)C(C)C)ccc21	4.4%
Cc1ccc2oc(=O)cc(CN3CCC4(CC3)OCCO4)c2c1	-24.1%
CCOc1ccc(CNC(=O)C2CCN(Cc3cc4ccccc4n3Cc3ccccc3C)CC2)cc1	?
CCS(=O)(=O)Nc1ccc(-c2cn3ccsc3n2)cc1	-12.0%
COC(=O)c1ccc(CNC(=O)c2ccccc2C(F)(F)F)cc1	10.6%
c1csc(-c2ccnc3nc(C4CCC4)nn23)c1	i
CCC(=O)Nc1cc(NC(=O)CC)cc(-c2nc3ccccc3o2)c1	0.0%
COc1ccc(C2CC(=O)Nc3nc(N)sc32)cc1OC1CCCC1 (centres undefined)	?
O=C(Nc1cccc(Cl)c1)c1cc(S(=O)(=O)N2CCC3(CC2)OCCO3)ccc1F	?
CC(=O)c1cccc(NC(=O)Cn2ccn3nc(-c4ccc(F)cc4)c(CO)c3c2=O)c1	-18.9%
Cc1ccc(C(=O)N2CCc3sc(C(=O)NCCN4CCCCCC4)cc3C2)cc1	?
O=C(CCc1ccccc1)N1CCC2(CC1)NC(=O)N(c1cccc(F)c1)N2	-15.9%
CCNc1c(NS(=O)(=O)c2cc(C)cc(C)c2)c(=O)oc2ccccc12	9.8%
O=C(CSc1nc2ccccc2o1)Nc1ccccc1	6.1%
COC(=O)C1=CN(CC(=O)NCc2cccc(OC)c2)S(=O)(=O)N=C1C	0.1%
O=C(c1ccc2c(c1)OCO2)N1CCC2(CCCN(CCCc3ccccc3)C2)C1 (centres undefined)	38.0%[activator]
CC(C)(C)CC(=O)N1C[C@@H]2C[C@H]1C(=O)N(CC1CC1)c1ccccc1O2	-10.6%[86.2 µM]
O=C(N[C@@H](Cn1ccc(=O)[nH]c1=O)C(=O)O)C1CCCCC1	10.1%[86.2 µM]
CCC(=O)N1CCC2(CCC2OC)CC1 (centres undefined)	2.9%
CN(Cc1ccccc1)c1ccc(-c2nc(-c3ccccc3)no2)cc1[N+](=O)[O-]	-11.2%
CC(N)c1cccc(S(N)(=O)=O)c1 (centres undefined)	21.2%
CCn1ncc(N2CCC(NC(=O)Cc3ccc(F)cc3)CC2)cc1=O	-12.5%
Cc1c(CC(=O)Nc2ccc(C(C)C)cc2)c(=O)oc2cc(O)ccc12	?
COc1ccc(S(=O)(=O)N2CCC(O)(c3ccc(Cl)cc3)CC2)cc1OC	?
O=Cc1ccc(CN2CCSCC2)o1	8.4%
Cc1ccnc(NC(=O)c2cccc(OC(F)F)c2)n1	3.7%
CC(C)c1nnc2c(=O)n(CC(=O)Nc3ccccc3C(F)(F)F)c3ccccc3n12	6.5%
CN(Cc1cccnc1)C(=O)[C@H]1C[C@@H](C(=O)O)N(C)[C@H]1c1cccc(Cl)c1	-27.9%
O=C(NNC(=O)c1ccccc1OCCOc1ccccc1)c1cccc(F)c1	5.7%
CC1CCCC(NC(=O)c2cnc(Cl)c(Cl)c2)C1 (centres undefined)	24.9%
CC(C)Oc1ccc(C(=O)NC2CCN(Cc3ccccc3)CC2)cc1	5.1%
COc1ccc(-n2nc(C)c([C@@H]3C=C[C@@H](NC(=O)Nc4ccccc4)C3)c2C)cc1	-31.7%[86.2 µM]
CCN(CC(=O)NC(C)(C)C)C(=O)Cn1c(=O)c2c(ncn2C)n(C)c1=O	14.4%

The list goes on:
SMILES	KDM5B inh
Cc1cccc(-n2nc(C)c(C(=O)N3CCN(c4ccccc4)CC3)c2-n2cccc2)c1	-26.3%
COc1ccc(N2CC(O)=C(c3nc4ccccc4s3)C2=N)cc1	11.8%
Cc1c(Cl)cccc1NC(=O)C1CCCN(c2nnc(-n3c(C)ccc3C)s2)C1 (centres undefined)	-21.8%
O=C(c1cccnc1)N1CCC2(CNc3ccccc3[S+](=O)([O-])N2)C1 (centres undefined)	-21.7%
Cc1ccc(CCNC(=O)c2cnc3c(C)cccn3c2=O)cc1	?
COc1ccc(NC(=O)N2CCC3(CC2)SCC(=O)N3c2ccc(OC)cc2)cc1	-25.6%
Cc1nc2sccn2c(=O)c1S(=O)(=O)Nc1cc(Cl)ccc1O	-22.2%
Cc1ccc2nc(N3CCC(C(=O)N4CCN(c5cccc(Cl)c5)CC4)CC3)[nH]c2c1	-6.5%
COc1cccc(CN2CCCC3(CCN(C(=O)c4ccccn4)C3)C2=O)c1OC (centres undefined)	-15.7%
O=C(Cn1cnc2c(Cl)cc(Cl)cc2c1=O)N1CCCC1c1ccc2c(c1)OCCO2 (centres undefined)	11.1%
Cc1ccc(Cl)cc1OCc1n[nH]c(=S)n1C	7.6%
CCCn1nc(C(=O)OCc2nnc(C)o2)c2ccccc2c1=O	-3.0%
Cn1cnc2cc(-c3ccc(F)cc3)cc(C(=O)NCCc3ccccn3)c21	28.2µM*
CC(=O)c1ccc(NC(=O)CCc2c(C)nn(-c3ccc4nnc(C)n4n3)c2C)cc1	-10.8%
Cc1ccccc1N1Cc2c(NCCc3ccccc3F)ncnc2N(C)CC1=O	-5.4%
CCc1ccc(NC(=O)C2CCCN2S(=O)(=O)c2ccc3c(c2)n(C)c(=O)c(=O)n3C)cc1 (centres undefined)	?
Cc1noc2c(NC3CCC(O)CC3)cc(-c3ccc(Cl)cc3)nc12 (centres undefined)	-19.0%[86.2 µM]
O=C1Nc2ccc(Br)cc2C1(O)C(F)(F)F (centres undefined)	-5.4%
Cn1cc(C=C2C(=O)OC3(CCCCC3)OC2=O)c2ccccc21	45.5%[activator]
CC(C)CC(NC(=O)c1ccc(C(C)C)cc1)C(=O)O (centres undefined)	25.3%
COc1cc(CNC(=O)Cc2ccc(OC)c(OC)c2)ccn1	14.5%
CN1CCN(NC(=O)c2cccc(S(=O)(=O)N3CCCCCC3)c2)CC1	23.5%
Cc1[nH]c(SC(C)C(=O)Nc2ccc(S(=O)(=O)N3CCCC3)cc2)nc1Cc1ccccc1 (centres undefined)	-4.8%
CCC(C)(C)C1CCc2c(sc(NC(=O)c3ccccc3C(=O)O)c2C#N)C1 (centres undefined)	?
O=c1oc2ccccc2c(N2CCN(c3cccc(C(F)(F)F)c3)CC2)c1CN1CCCC1	5.3%
CN(C)S(=O)(=O)Nc1ccc(-c2cn3ccsc3n2)cc1	-22.0%
COC1C(=O)N(c2cccc(F)c2)C12CCN(C(=O)Nc1ccccc1)CC2 (centres undefined)	-7.5%
O=C1c2oc3ccccc3c(=O)c2C(c2cccc(O)c2)N1Cc1ccc(F)cc1 (centres undefined)	8.0%
N#Cc1ccc(S(=O)(=O)N2CC(C(=O)NC3CCCCC3)C3(CCOCC3)C2)cc1 (centres undefined)	-14.8%
CCOC(=O)N1CCC(NC(=O)c2cnn(-c3ccc(F)cc3)c2-n2cccc2)CC1	15.6%
CC(=O)NCCC(=O)N1Cc2ccccc2CC2(CCN(CC3CCOCC3)CC2)C1	17.6%[115 µM]
CC(C)c1noc(C2CCCNCCC(=O)NCC2)n1 (centres undefined)	26.1%
CN(Cc1cn(-c2ccccc2)nn1)Cc1noc2c1CCCC2	-17.8%
CCC(NC(=O)Nc1ccc(Br)cc1)c1ccc(C(C)C)cc1 (centres undefined)	5.1%
Cc1oc(C(O)c2ccccc2)nc1C(=O)Nc1ccc(C(=O)Nc2ccccc2)cc1 (centres undefined)	?
COC(=O)c1cc(NC(=O)CC2Oc3ccccc3NC2=O)cc(C(=O)OC)c1 (centres undefined)	?
O=S(=O)(c1ccc(-c2csc(=Nc3ccc(F)cc3)n2CCCCCCO)cc1)N1CCCC1	?
COc1ccc(C(=O)N2CCCC(c3nc(-c4cnccn4)no3)CCNC(=O)CC2)c(OC)n1 (centres undefined)	29.9%
O=C(COc1cc(O)c2c(=O)cc(-c3ccccc3)oc2c1)NCc1ccc(F)cc1	8.0%
CC1CCC(NC(=O)c2[nH]c3ccccc3c2Cl)CC1 (centres undefined)	-5.5%
CCOC(=O)c1[nH]c(C)c(CCC(=O)Nc2cc(Cl)ccc2C)c1C	13.0%&-9.1%
COC[C@@H]1CN(C(=O)c2ccc(OC)nc2)C[C@H]1c1nc(C)no1	-0.7%
COc1ccc2c(CC(=O)N3CCc4cc(OC)c(OC)cc4C3)coc2c1	1.5%
CCc1nc(SCC(=O)Nc2ccc(N(C)C)cc2)c2ccccc2n1	-13.7%
CS(=O)(=O)N[C@H]1C[C@H]2C(=O)Nc3ccc(-c4cccc(C(F)(F)F)c4)cc3C(=O)N2C1	3.5%
COc1cc(NC(=O)CN(c2ccc(C)cc2)S(=O)(=O)c2cccc3nonc23)cc(OC)c1	-51.9%
N#Cc1ccc(CN2CCC(N3CCOC3=O)CC2)cc1	-18.6%[149 µM]
CSc1nc2ccc(NC(=O)NC(=O)c3c(F)cccc3F)cc2s1	29.3%
COc1ccccc1CC(=O)N1CCN(c2cc(-c3cccs3)[nH]n2)CC1	-21.1%
CSc1nc(Nc2cccc(F)c2)c(C#N)c(-c2ccccc2)n1	8.3%

Going on with the list:
SMILES	KDM5B inh
COc1ccc(C2(C(=O)NC3CCN(C(=O)N4CC5CC(C4)[C@H]4CCCC(=O)N4C5)CC3)CC2)cc1 (some centres undefined)	27.5%
COC[C@@H]1CN(S(=O)(=O)c2cnc[nH]2)C[C@H]1c1ccccn1	23.8%
CC(=O)N1CCc2nc3sc(C(=O)Nc4cccc(F)c4)c(N)c3c(C(F)(F)F)c2C1	14.1%
Cc1nc(C)c(C(=O)N2CCCC(COc3ccccc3C(=O)N3CCCC3)C2)s1 (centres undefined)	-8.1%
COc1ccccc1-c1cc(C(=O)NCc2ccnc(N)c2)c2c(c1)ncn2C	?

The list is partial (hit frequency here may not be typical).
